High-throughput results deposited in PubChem by National Center for Advancing Translational Sciences (NCATS).
GLP1R ag: GLP-1 receptor (human) agonism | P43220 | HEK293 GLP-1R CRE-luciferase, luminescence, 4-6 h; cells express a hypersensitive GLP-1R form | Potency, µM (series often up to 45.6 µM), for inactives: at the highest dose activation, usual class: activators | actives 0.007% (n = 380,000); further: potency means the concentration at half of the fitted maximal effect; % of control where 0% means no effect
HEK293 tox: cytotoxicity counter-screen for GLP-1 receptor inverse agonists; Potency, µM (doses to about 38.3 µM), without a hit: at the top dose activity change, negative = inhibition, actives largely listed as inhibitors; HEK293 cAMP-luciferase reporter cells, luminescence, 24 h; actives 0.13% (n = 410,000);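 further: loss of luciferase light is scored as toxicity; potency means the concentration at half of the fitted maximal effect; on the % scale 0 is the no-effect control and ±100 the full control effect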
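Compound-treated cells are incubated 24 hr at 37 deg C under 5% CO2 after a 12 hour attachment period, then luciferase detection reagent is added and luminescence is measured following 12 min at room temperature; lowered signal indicates toxicity.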
DRD3 antagonist: blocks the human D3 dopamine receptor | D3R cells, DiscoveRx beta-arrestin luminescence, antagonist mode; hits give low values | max response, negative = inhibition, % | P35462 | actives 2.5% (n = 360,000); in the data active means max response below about -50%; inconclusive means no clear call, values can overlap the other calls; further: on the % scale 0 is the no-effect control and ±100 the full control effect; mostly tested at two doses, the higher about 12 µM
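Cells expressing the human receptor were seeded at 1500 cells/well, incubated overnight at 37 degrees C in 5% CO2, then exposed to library compounds with dopamine controls for 90 minutes at 37 degrees C before luminescent detection.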
WRN helicase inh: inhibitors of human WRN helicase | Potency, µM (doses to about 114 µM), without a hit: at the highest dose activity change, negative = inhibition, hits mostly inhibitors | AID 651768 | Q14191 | WRN helicase unwinding, fluorescent forked duplex, kinetic | actives 0.46% (n = 360,000); further: potency means the concentration at half of the fitted maximal effect; on the % scale 0 is the no-effect control and ±100 the full control effect; nearly all actives have a fitted effect of over 55% in size
Target sequence (Q14191 whole entry, looked up): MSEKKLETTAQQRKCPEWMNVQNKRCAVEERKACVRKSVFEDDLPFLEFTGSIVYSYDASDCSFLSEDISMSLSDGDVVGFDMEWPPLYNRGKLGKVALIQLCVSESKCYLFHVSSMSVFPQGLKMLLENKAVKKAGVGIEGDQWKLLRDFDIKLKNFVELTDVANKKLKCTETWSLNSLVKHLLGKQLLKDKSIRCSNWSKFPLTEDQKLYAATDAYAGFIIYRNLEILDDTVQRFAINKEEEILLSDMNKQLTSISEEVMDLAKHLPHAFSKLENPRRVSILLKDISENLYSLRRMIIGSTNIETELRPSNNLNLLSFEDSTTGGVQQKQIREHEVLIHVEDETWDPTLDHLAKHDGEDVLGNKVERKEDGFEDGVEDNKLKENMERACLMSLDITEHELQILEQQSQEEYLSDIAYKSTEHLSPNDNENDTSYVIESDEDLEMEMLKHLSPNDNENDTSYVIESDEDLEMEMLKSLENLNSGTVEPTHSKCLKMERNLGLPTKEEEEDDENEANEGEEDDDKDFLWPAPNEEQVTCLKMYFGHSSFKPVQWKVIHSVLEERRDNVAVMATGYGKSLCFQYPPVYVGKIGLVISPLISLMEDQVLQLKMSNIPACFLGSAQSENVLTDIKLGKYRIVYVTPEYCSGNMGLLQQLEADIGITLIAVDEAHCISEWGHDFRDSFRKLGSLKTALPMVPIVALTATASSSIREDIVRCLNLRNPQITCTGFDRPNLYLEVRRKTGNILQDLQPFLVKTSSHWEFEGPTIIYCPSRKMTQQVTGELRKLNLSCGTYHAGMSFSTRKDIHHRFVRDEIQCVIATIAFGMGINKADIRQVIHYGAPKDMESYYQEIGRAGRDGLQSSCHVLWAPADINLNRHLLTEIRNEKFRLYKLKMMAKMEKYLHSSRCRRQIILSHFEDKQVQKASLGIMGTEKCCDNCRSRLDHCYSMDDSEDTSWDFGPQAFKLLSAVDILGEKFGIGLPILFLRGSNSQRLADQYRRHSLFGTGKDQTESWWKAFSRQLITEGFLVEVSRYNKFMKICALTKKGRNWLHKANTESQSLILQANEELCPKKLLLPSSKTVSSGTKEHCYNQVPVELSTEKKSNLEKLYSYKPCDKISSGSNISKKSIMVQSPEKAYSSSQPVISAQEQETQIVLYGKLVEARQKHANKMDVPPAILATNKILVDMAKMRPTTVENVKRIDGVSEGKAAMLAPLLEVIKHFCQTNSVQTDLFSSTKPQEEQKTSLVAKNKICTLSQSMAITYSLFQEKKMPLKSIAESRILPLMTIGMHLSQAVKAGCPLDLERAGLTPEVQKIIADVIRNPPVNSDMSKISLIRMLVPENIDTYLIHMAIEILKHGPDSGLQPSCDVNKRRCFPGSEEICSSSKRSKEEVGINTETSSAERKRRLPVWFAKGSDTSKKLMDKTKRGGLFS
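Screening of the MLSMR collection measured strand separation of a quenched forked DNA duplex (100 nM) by 20 nM WRN with 2 mM ATP, all final. Compounds were preincubated with enzyme 15 min at room temperature.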
D3 ag: D3 dopamine receptor (human) agonism. P35462. D3R DiscoveRx beta-arrestin cells, luminescence, 90 min. actives 0.58% (n = 410,000). max activation, %. AID 652048; in the data active means max activation above about 30%; further: 0% is about no effect; mostly tested at two doses, the higher about 12 µM
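Agonist mode: compounds and dopamine controls were applied to plated cells for 90 min at 37 degrees C after an overnight attachment at 1500 cells/well. Luminescent read-out followed 30 - 60 minutes at room temperature with DiscoveRx detection reagent.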
GLP-1R inv ag: acts as inverse agonist at human GLP-1 receptor. P43220. HEK293 GLP-1R CRE-luciferase, luminescence, 24 h; GLP-1R form is constitutively active. Potency, µM (series often up to 38.3 µM), inactives show at the highest dose activity change, negative = inhibition, hits mostly inhibitors. actives 1.6% (n = 410,000). AID 624417; further: potency means the concentration at half of the fitted maximal effect; on the % scale 0 is the no-effect control and ±100 the full control effect; nearly all actives have a fitted effect of over 55% in size
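Inverse agonism was detected as reduced cAMP-driven luciferase luminescence after 24 h compound treatment. The cells were HEK293 clones expressing constitutively active human GLP-1R with the reporter. Reporter-only and GPR119 cell lines served as counterscreen controls.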
IL2 activator: activates IL-2 in a cell-based reporter assay | actives 0.065% (n = 360,000) | activation, % (series mostly up to about 46 µM) | AID 652025 | IL-2 activation reporter assay, cell-based qHTS; stimulated with anti-CD3/CD4/CD28 beads; in transgenic mouse T cells; in the data active means activation above about 50%; inconclusive means mostly about 30% to 49%; further: 0% is about no effect
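First, unstimulated transgenic mouse T cells were exposed to compound for 60 min. Next, anti-CD3/anti-CD4-coated beads with anti-CD28 were added. Finally, after 18 h at 37 degrees C, EGFP and DsRed were imaged.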
PLK1 PBD inh: blocks phosphopeptide binding to human PLK1 polo-box domain. P53350. Plk1 PBD binding of FITC phosphopeptide, fluorescence polarization. actives 2.8% (n = 360,000). AID 720504. Potency, µM, without a hit: max response, negative = inhibition, hits mostly inhibitors; further: potency means the concentration at half of the fitted maximal effect; series mostly up to about 57 µM; on the % scale 0 is the no-effect control and ±100 the full control effect; nearly all actives have a fitted effect of over 65% in size
PI5P4K alpha inh: inhibitors of human PI5P4K alpha. P48426. PI5P4Kalpha enzyme, ADP-Glo luminescence, 60 min; hits give low values. max response, %. actives 1.2% (n = 330,000); active means max response of -50% or lower; inconclusive means between -30% and -50%; inactive means -30% or higher; further: value at the top dose of about 77 µM; on the % scale 0 is the no-effect control and ±100 the full control effect
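Controls without substrate or without enzyme flank wells where PI5P4Kalpha converts substrate using 5 microM ATP (final). Incubation lasts 60 minutes at room temperature; ADP formed is read by ADP-Glo luminescence.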
Starred values were filed as active, the others as inactive; ? = inconclusive; nt = no result given; & = joins results of further samples; [ ] = remark or other dose. Unless noted, the call rests on the fitted dose curve; in most records, active means well fitted curve in the direction sought with a large enough effect; inconclusive means small, poorly fitted or top-dose-only effect, or another doubt; inactive means no such curve, though single readings can be large; an effect the other way counts as inactive or inconclusive.

SMILES	GLP1R ag	HEK293 tox	DRD3 antagonist	WRN helicase inh	D3 ag	GLP-1R inv ag	IL2 activator	PLK1 PBD inh	PI5P4K alpha inh
CCN(CC)CCOC(=O)c1ccc(NC(=O)CCCN2C(=O)/C(=C\c3cccs3)SC2=S)cc1	-5%	?	-109*	-3%[11.6 µM]	-24	?	-2.6	9%	0
CCCCC(=O)NC(=S)Nc1cc([N+](=O)[O-])ccc1OC	-3%	-3%	-8	3%	-10	1%	-1.0	-5%	-5
CC(=O)C1CCC2C3CCC4=CC(=O)C=CC4(C)C3C(=O)CC12C (configuration not stated)	12%	-5%	8	-4%	1	47%[activator]	-0.8	-9%	0
Cc1cccc(N2CCN(S(=O)(=O)c3ccc(-c4ccc(=O)[nH]n4)o3)CC2)c1C	-2%	1%	?	1%[57.1 µM]	11	7%	-3.3	-3%	0
Cc1ccc(-c2cc3nccc(-c4cc([N+](=O)[O-])ccc4O)n3n2)cc1	2%	-29%	nt	nt	1	?	nt	nt	nt
COc1ccc(NS(=O)(=O)c2ccc(NC(=S)NC(=O)CC(C)C)cc2)cc1	7%	0%	-17	-32%	-7	?	-0.1	-14%	-6
Cc1ccc(Sc2ncccc2C(=O)O)cc1	-8%	-2%	9	0%	11	2%	2.3	2%	-6
Cc1csc(SCC(=O)Nc2nc3ccccc3s2)n1	1%	-9%	39	-5%	6	3%	0.0	-3%	2
Cc1noc(C)c1S(=O)(=O)NC(=O)C1(C)CCN1C(=O)C1(c2ccc(Cl)cc2)CCC1 (configuration not stated)	-4%	1%	-12	0%	2	-10%	0.6	0%	5
CCCCCCSc1ccc(-c2nc3ccc(Cl)cn3c2NCc2ccccc2)cc1	-5%	-31%	30	-6%	4	15%	-1.6	-4%	-5
CCOC(=O)c1c(C)sc2c1N(C(=O)CN(CC)CC)c1ccccc1S2	6%	-36%	-18	-2%	5	?	1.7	-9%	-2
Cc1cc(C)n(CCOC(=O)c2sc3ccccc3c2Cl)n1	?	8%	39	-1%	8	0%	-0.2	-4%	12
NC(=S)N/N=C/c1ccc(-n2nncc2-c2ccc(Cl)cc2)cc1	28%	?	0	-2%	-9	0%	0.0	?	?
CCOC(=O)c1c(C)n(CC)c2ccc(OC(=O)c3ccc([N+](=O)[O-])cc3)cc12	0%	7%	3	-21%	-3	10%	-3.2	-4%	13
C[C@@H]1C(NC(=O)c2ccccc2)CC2CC1C2(C)C (some centres not stated)	-5%	4%	7	12%	-4	?	-4.2	-11%	3
CCCCOc1ccc(CSCCN=C(N)N)cc1	10%	3%	-8	-33%	0	-28%	-1.2	-13%	14
Fc1cccc(/C=N/Nc2ccccn2)c1	0%	?	-20	-2%	-3	?	-2.9	-1%	2
COc1cccc(/C=c2\sc3nc(-c4cccs4)nn3c2=O)c1OC	0%	-8%	-16	-20%	3	17%	-0.1	-10%	-7
CC1CCCN(c2ccc([N+](=O)[O-])cc2C(=O)c2ccccc2)C1 (configuration not stated)	10%	?	?	2%	-13	?	-1.8	-10%	1
CCOc1ccccc1NC(=O)C1CCN(C(=O)c2cccs2)CC1	8%	0%	2	-1%	8	-9%	4.7	-15%	-3
CCc1ccc2oc(-c3cc(N)ccc3O)nc2c1	-16%	40%[activator]	-20	-4%	-1	3%	0.6	-12%	1
Cc1ccc(NC(=O)CN2C(=O)CN(C)C2=O)cc1S(=O)(=O)N1CCCCC1	5%	-1%	18	5%	10	0%	-0.4	-9%	0
CCCCNC(=O)C1CCN(S(=O)(=O)CCC)CC1	-1%	5%	nt	nt	5	-4%	nt	nt	nt
c1ccc(-c2noc(CN3CCOCC3)n2)cc1	6%	3%[7.66 µM]	-5	4%	1	19%[7.66 µM]	-0.5	-10%	5
CCCCN1C(=O)c2ccc(C(=O)Nc3ccccc3N3CCOCC3)cc2C1=O	3%	-2%[0.307 µM]	-3	-5%	-8	-5%[0.307 µM]	1.1	-7%	3
Cc1cc(C)[n+](-c2ccc(C(C)C)cc2)c2[nH]c(=O)[nH]c(=O)c12	9%	-3%	-4	9%	-10	17%	0.7	-4%	2
CC(C)C1Cc2ccccc2-c2[nH]c(=S)[nH]c(=O)c21 (configuration not stated)	1%	-6%	-22	-8%	4	-1%	-0.4	-22%	?
O=C(O)CC1S/C(=N/N=C/c2ccccn2)NC1=O (configuration not stated)	-7%	-6%	-8	-4%	-3	12%	-0.1	-6%	-10
Cc1ccc(C(=O)NCC(=O)Nc2ccccc2C)o1	-3%	-7%	21	5%	2	15%	-1.2	-1%	3
COc1ccc(Cl)cc1-n1c(=S)sc2c(=O)[nH]c(SCC(=O)C(C)(C)C)nc21	-4%	-37%	31	6%	3	?	0.6	?	-7
CCN(CC)c1ccc(S(=O)(=O)N2CCOCC2)cc1NC(=O)CSc1ccccc1	8%	-6%	-1	10%	-18	?	-5.5	-15%	2
C(=N\N=C\c1ccccn1)/c1ccccn1	11%	-8%	2	-6%	6	10%	0.1	-13%	3
COc1cc(-c2ccc3sc(-c4ccsc4)c(C#CCO)c3c2)cc(OC)c1OC	-3%	-75%	51	-4%	50*	?	-1.9	4%	16
CCOc1ccc(/C=N/NC(=O)c2nnn(-c3nonc3N)c2CN(C)C2CCCCC2)cc1	1%	6%	-1	8%	0	17%	-0.2	-7%	0
CCN(c1ccccc1)S(=O)(=O)c1ccc(Cl)c(NC(=O)CSc2ncn[nH]2)c1	-28%	0%	-22	-2%	-5	-24%	3.9	-15%	-4
Cc1cc(C)nc(NC(=S)Nc2ccc(Br)cc2Cl)c1	1%	0%	4	-1%	5	11%	-0.9	-9%	5
O=C(Nc1nc(-c2ccc(Oc3ccccc3)cc2)cs1)C1=COCCO1	-19%	-4%	44	-5%	16	?	0.3	-8%	19
COC(=O)c1cc2n(n1)CCN(Cc1ccc(OC)cc1)C2=O	8%	6%	-7	-7%	1	4%	-0.3	-7%	5
COc1ccc(S(=O)(=O)Nc2c(C)ccc3nsnc23)cc1OC	3%	-4%	-23	-23%[57.1 µM]	-4	-21%	-1.0	-5%	-8
COc1ncnc2c1oc1nc(C)c3c(c12)CC(C)(C)OC3	-2%	-8%	3	-20%	8	53%[activator]	0.0	1%	6
COc1ccc(C(=O)NCCn2cc(SCC(=O)Nc3nnc(C)s3)c3ccccc32)cc1	-7%	-13%	19	-8%	2	0%	-0.8	-7%	nt
O=C(O)Cc1ccc(NC(=O)c2ccc3c(c2)C(=O)N(CC2CCCO2)C3=O)cc1 (configuration not stated)	-2%	-2%	-21	-30%	-11	10%	-1.2	-1%	4
CN(c1ccccc1)S(=O)(=O)c1cccc(C(=O)OCC(=O)NCCCN2CCCC2=O)c1	1%	9%[7.66 µM]	17	8%	5	3%[7.66 µM]	0.0	-14%	-8
O=S(=O)(NCc1cccs1)c1ccc(Cl)s1	1%	0%	-19	1%	-7	?	-0.8	0%	3
COc1ccc(N2CCN(c3oc(COc4ccc(Cl)cc4)nc3C#N)CC2)cc1	-6%	1%	-11	-2%	3	?	-0.3	0%	5
COc1ccc(Cl)cc1NC(=O)CN(C)C(=O)c1cc(-c2cccs2)nn1-c1ccccc1	19%	-21%	-14	-10%	-9	?	-1.4	-2%	-3
CN(C)CCNC(=O)/C=C/c1cn(-c2ccccc2)nc1-c1cc2ccccc2oc1=O	6%	-10%	-12	6%	3	-1%	1.2	-6%	-3
CC(C)N1C(=O)CC2(CC[N+](C)(CCOC(=O)C(c3ccccc3)c3ccccc3)CC2)C1=O (configuration not stated)	-6%	-2%	2	5%	11	0%	2.1	0%	13
CCN(CCCNC(=O)CCCn1c(=O)[nH]c2ccccc2c1=O)c1cccc(C)c1	3%	-17%	26	-1%	1	?	0.3	?	-3
CCC(=O)NC(=S)Nc1ccc(S(=O)(=O)N2CCN(C)CC2)cc1	-1%	-18%	1	1%	1	3%	1.1	-1%	-4
CC1(c2ccccc2)CC(C)(C)N(C(=O)CSc2nnc(N)s2)c2ccccc21 (configuration not stated)	-2%	?	-3	-8%	-5	?	-4.9	-11%	3
Cc1ccc(NC(=S)N(CCN(C)C)Cc2cc3cc(C)ccc3[nH]c2=O)cc1	1%	9%	-21	7%	-7	?	-3.2	-13%	-5
O=C(N/C(=C/c1cccc([N+](=O)[O-])c1)C(=O)N1CCCCCC1)c1ccco1	1%	-3%	-3	-6%	-3	?	0.9	-5%	-1
COc1cccc(/C=N\NC(=O)c2sc(N)nc2C)c1OC	14%	3%	7	-16%	3	53%[activator]	-0.2	27µM*	?
CCOCCc1nnc(NC(=O)C(C)Oc2ccccc2)s1 (configuration not stated)	-3%	-4%	3	-11%	-5	5%	-3.4	-6%	0
FC(F)(F)c1ccccc1-n1ccnc1	9%&-3%	-28%	17	4%	10&3	-75%	-0.5	-8%	10
COc1ccc(S(=O)(=O)N2CCN(C(=O)CC(C)C)CC2)cc1	-10%	10%	15	-2%	4	3%	0.1	-4%	1
CN(CC(=O)Nc1ccccc1Cl)C(=O)COC(=O)c1ccc(=O)n(Cc2ccccc2)n1	-7%	14%	9	-31%	-12	7%	0.9	-8%	-2
C=CCNC(=O)CC(C)C(CCCCC)C(=O)O (configuration not stated)	-18%	-3%	17	-1%	1	4%	0.3	-7%	4
COc1cc(Br)cc2cc(C(=O)N3CCOCC3)c(=O)oc12	0%	95%[activator]	29	-6%[57.1 µM]	-5	3%	-0.5	-16%	0

Some of these compounds in order of formula weight, high to low.
SMILES	GLP1R ag	HEK293 tox	DRD3 antagonist	WRN helicase inh	D3 ag	GLP-1R inv ag	IL2 activator	PLK1 PBD inh	PI5P4K alpha inh
Cc1cccc(N2CCN(S(=O)(=O)c3ccc(-c4ccc(=O)[nH]n4)o3)CC2)c1C	-2%	1%	?	1%[57.1 µM]	11	7%	-3.3	-3%	0
CC1CCCN(c2ccc([N+](=O)[O-])cc2C(=O)c2ccccc2)C1 (configuration not stated)	10%	?	?	2%	-13	?	-1.8	-10%	1
COc1cccc(/C=N\NC(=O)c2sc(N)nc2C)c1OC	14%	3%	7	-16%	3	53%[activator]	-0.2	27µM*	?
